Screening results: PubChem, National Center for Advancing Translational Sciences (NCATS)
BRCA1 expr up = increases BRCA1 expression; AID 624202; Potency, µM (top dose mostly 46.1 µM), for inactives: top-dose activation, most hits filed as activators; actives 1.1% (n = 380,000); MCF7-BRCA1-FFLuc reporter, luminescence, 48 h; response scale: scaled: vehicle 0%, 10 µM genistein 100%; active = well fitted activation curve with a large enough effect; inconclusive = small, poorly fitted or top-dose-only effect; inactive = no such curve, though single readings can be large or run the other way; also: nearly all actives have a fitted effect of over 80% in size; some results filed as inactive show a strong effect at the top dose
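MCF7 cells carrying a BRCA1-firefly luciferase reporter (2000 cells/well, phenol-red free MEM) were attached for 2 h at 37 °C, then given compounds for 48 h. Luminescence was read 15 min after luciferase reagent; activity normalized to genistein (10 microM) and DMSO.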
Active calls of the source: *; ? = inconclusive; [ ] = remark or other dose. Potency is read from the fitted curve at half-maximal effect.

SMILES | BRCA1 expr up
CCOC(=O)[C@]12CCCC=C1N(Cc1ccco1)C(=O)[C@H](CC(=O)NCCCCc1ccccc1)C2 | -17%
CC(=O)c1ccc(OC2(C)CCN(Cc3cccn3-c3nccs3)C2)cc1 (configuration not stated) | 2%
CC(O)(c1ccc(F)c(F)c1)c1nc(-c2cnc3ccccc3c2)cs1 (configuration not stated) | -41%
CC(C)(C)C(=O)Nc1ccc2c(c1)C(=O)C(=O)c1ccccc1-2 | -31%
O=C(NCCOc1ccccc1)c1cccc(S(=O)(=O)N2CCN(Cc3ccccc3)CC2)c1 | 9%
O=C1OC(C(Cl)(Cl)Cl)Nc2ccccc21 (configuration not stated) | 6%
CC(=O)c1ccc(S(=O)(=O)Nc2ccc(C(=O)NCC(c3ccco3)N3CCCC3)cc2)cc1 (configuration not stated) | -22%
C=CCn1c(-c2ccccn2)n[nH]c1=S | -8%
CCCCCCN1C[C@H](n2cc(COC(=O)c3ccccc3)nn2)[C@@H](O)C[C@@H]1c1ccccc1 | 0%
COc1ccc(-c2ccc(CN3C(CC(C)C)C(=O)N(Cc4cn(Cc5ccco5)nn4)CCS3(=O)=O)cc2)cc1OC (configuration not stated) | -25%
O=C1O[C@@H](c2ccccc2)C[C@@H](O)C(=O)CCc2ccccc21 | 0%
CCOC(=O)C1C(C(=O)OCC)C(C)(C)C1N(C)C (configuration not stated) | 2%
C(=C\c1ccccc1)/CN1CCN(C(CCc2ccccc2)c2nnnn2-c2ccc3c(c2)OCCO3)CC1 (configuration not stated) | -37%
COc1ccc(OC)c(C(O)c2ncc(-c3ccccc3OC)[nH]2)c1 (configuration not stated) | 2%
CC(=O)N1CCc2c(sc(NC(=O)c3ccc([N+](=O)[O-])o3)c2C(N)=O)C1 | -98%[inhibitor]
COc1ccc(NC(=O)C[C@H]2C(=O)N(c3ccccc3)C[C@@H]2C)cc1 | 7%
O=C(NCc1cccnc1)c1ccc2sc([C@@H]3O[C@H](CO)[C@H](O)[C@H](O)[C@H]3O)nc2c1 | 10%
CCc1nc2ccc(C(=O)N(CC)CCN(C)C)cn2c1N(C)Cc1ccc(OC)cc1 | 8%
O=C(NC(c1ccccc1)c1cnccn1)C1CCN(CCCOc2ccccc2)CC1 (configuration not stated) | 0%
O=C(C[C@@H]1C[C@H]2c3cc(NC(=O)c4cccnc4)ccc3O[C@H]2[C@H](CO)O1)NCc1ccc(Oc2ccccc2)cc1 | -15%
C=C1C[C@@H]2C[C@@H]2CN(S(=O)(=O)c2ccc(C)cc2)[C@@H]1c1ccco1 | 12%
C[C@H]1CN([C@@H](C)CO)C(=O)CCCn2cc(nn2)CO[C@@H]1CN(C)C(=O)Nc1ccc(N2CCN(C)CC2)cc1 | 31%
O=C(NCC(c1ccco1)N1CCCC1)c1cccc(S(=O)(=O)N2CCCCC2)c1 (configuration not stated) | -8%
COc1ccc(S(=O)(=O)Nc2ccc3c(c2)C(=O)N([C@H](C)CO)C[C@H](C)[C@@H](CN(C)C(=O)Nc2c(C)noc2C)OCCCC[C@H](C)O3)cc1 | 0%
COc1cc(C(O)c2nc(-c3cc(F)cc(F)c3)cs2)ccc1F (configuration not stated) | -44%
Cn1[nH]c2c(c1=O)[C@H](c1ccc(F)cc1)O[C@H](CCc1ccccc1)C2 | -7%
O=C1NC[C@H](Cc2ccc(O)cc2)N(C[C@@H]2CCCN2C[C@H](Cc2ccccc2)N2C[C@H](Cc3ccc(O)cc3)N(CC3CCCCCC3)C(=O)C2=O)C1=O | -28%
CS(=O)(=O)c1ccc(Nc2nc(C(N)COCc3ccccc3)cs2)cc1 (configuration not stated) | -13%
COc1cccc(CN(C)C[C@@H]2OCc3cnnn3CCCC(=O)N([C@H](C)CO)C[C@H]2C)c1 | 6%
Cc1ccc(S(=O)(=O)NC(=O)C2(C)CCN2C(=O)CC2CCCCC2)nc1 (configuration not stated) | 0%
CC(C)(C)c1ccc(CC(=O)N2CCC2(C)C(=O)NS(=O)(=O)c2cccs2)cc1 (configuration not stated) | 0%
COc1ccc(NC(=O)c2ccc3nc(C)c(N(C)C(=O)CCc4ccccc4)n3c2)cc1OC | 11%
O=C(Nc1ccn(CCCNCC2CCCCC2)c(=O)n1)OCc1ccccc1 | 5%
O=C(Nc1ccc(Oc2ccccc2)cc1)c1csc(COCCO)n1 | 18%
Cc1cc(C2=CC(=O)C[C@H](c3ccc(F)cc3)C2)ccc1F | -5%
O=C(Nc1ccc2c(c1)OCO2)C1Cc2c(-c3ccc(Cl)cc3)ccnc2O1 (configuration not stated) | -64%
Cc1cccc(C)c1C(O)c1ncc(-c2ccc(F)cc2)[nH]1 (configuration not stated) | 5%
COc1ccc([C@H]2C[C@H](O)[C@@H](n3cc(COC(=O)c4ccccc4)nn3)CN2C(=O)C2CCCCC2)cc1 | -3%
CC1CCN(CC[S-])CC1.O.O.[Cl][Pt] | -37%
CCOC(=O)C1C(=O)CC(=O)C(C(=O)OCC)C1c1ccc(O)cc1 (configuration not stated) | -1%

Four compounds picked at random from those above, as already listed:
SMILES | BRCA1 expr up
Cc1cc(C2=CC(=O)C[C@H](c3ccc(F)cc3)C2)ccc1F | -5%
O=C(Nc1ccc2c(c1)OCO2)C1Cc2c(-c3ccc(Cl)cc3)ccnc2O1 (configuration not stated) | -64%
CC(C)(C)c1ccc(CC(=O)N2CCC2(C)C(=O)NS(=O)(=O)c2cccs2)cc1 (configuration not stated) | 0%
COc1ccc(NC(=O)c2ccc3nc(C)c(N(C)C(=O)CCc4ccccc4)n3c2)cc1OC | 11%

Next part:
SMILES | BRCA1 expr up
CN(C)Cc1csc(Nc2ccc(C(=O)c3ccccc3)cc2)n1 | 0%
CC(C)OC(=O)N(C)C[C@@H]1OCc2cnnn2CCCC(=O)N([C@H](C)CO)C[C@H]1C | 10%
CC(=O)NC(c1ccccc1)c1nc(-c2ccc(S(C)(=O)=O)cc2)cs1 (configuration not stated) | -1%
CCCCOc1ccc(S(=O)(=O)NC(=O)C2(C)CCN2C(=O)Cc2ccccc2Cl)cc1 (configuration not stated) | 13%
COc1cccc(CNc2nc(NCC3CC3)nc3ccsc23)c1OC | -20%
CCOC(=O)C1=CCC(c2cccn2C(=O)OC(C)(C)C)N(S(=O)(=O)c2ccc(C)cc2)C1 (configuration not stated) | -4%
C[C@@H]1CN([C@@H](C)CO)C(=O)c2cc(Br)cnc2O[C@H]1CN(C)Cc1ccccc1C(=O)O | 3%
O=C(COC(=O)c1ccc(S(=O)(=O)N2CCCCC2)cc1)NC1CCCCC1 | 26%
CCCNC(=O)c1cc(C2CCCCN2S(=O)(=O)c2ccc(C#N)cc2)on1 (configuration not stated) | 5%
CSc1ccccc1-c1cnc2cccnn12 | 13%
Cc1nc(NC(=O)C(C)(C)C)sc1-c1csc(N)n1 | -4%
CCOC(=O)C1(C)CCCN(C(=O)c2ccc(-c3ccccc3)cc2)C1 (configuration not stated) | 0%
O=C(OCc1ccccc1)c1c(-c2ccccc2)oc2c1C(OCCO)CCC2 (configuration not stated) | -17%
Cc1ccc(-c2nc3ccc(C)cn3c2CC2CCCCC2)cc1 | 43%
C[C@H]1CN([C@@H](C)CO)C(=O)CCCn2cc(nn2)CO[C@@H]1CN(C)S(=O)(=O)c1cccc(F)c1 | 2%
Cc1[nH]c2ccccc2c1C(=O)C(C)Sc1nc2ccccc2c(=O)n1Cc1cccnc1 (configuration not stated) | 8%
CCOc1ccccc1C(=O)NCC(=O)NNC(=O)c1csc(N2CCOCC2)n1 | -6%
Cn1c(=O)c2cc(NC(=O)NCc3ccccc3)ccc2n1Cc1ccc(Cl)cc1 | -23%
CCN(CC)C(=O)C1=C(C)N(Cc2ccccc2)C(=O)C(CC(=O)NCc2cccc3ccccc23)C1 (configuration not stated) | -9%
CCOC(=O)C1=CCN(S(=O)(=O)c2ccccc2C)C1c1ccccc1 (configuration not stated) | -63%

Brought forward from above: two compounds, then new ones.
SMILES | BRCA1 expr up
CCN(CC)C(=O)C1=C(C)N(Cc2ccccc2)C(=O)C(CC(=O)NCc2cccc3ccccc23)C1 (configuration not stated) | -9%
CCOC(=O)C1=CCN(S(=O)(=O)c2ccccc2C)C1c1ccccc1 (configuration not stated) | -63%
O=C(Nc1oc2ccccc2c(=O)c1-c1ccccc1)c1ccco1 | -3%
O=C(NC(=S)Nc1cccc(O)c1)C12CC3CC(CC(C3)C1)C2 | 71%
COc1ccc(NC(=O)C2(C)CCN2Cc2ccccc2OC(F)F)cc1OC (configuration not stated) | -28%
NS(=O)(=O)c1ccc(CCNc2ccn3nc(-c4cccc(C(F)(F)F)c4)cc3n2)cc1 | -31%
COc1ccc(-c2csc(C(O)c3ccccc3)n2)cn1 (configuration not stated) | 11µM*
COc1ccc(OC)c(CN2C(=O)c3ccccc3C2c2nnnn2-c2ccc3c(c2)OCCO3)c1 (configuration not stated) | -20%
CN(Cc1ccccc1)C(=O)c1[nH]cnc1C(=O)Nc1ccccc1F | 4%
Clc1ccc(/C=C/c2ccc3ccccc3n2)c(Cl)c1 | ?
O=C(OCc1ccccc1)N1C=CCC[C@@H]1c1c(Cl)cccc1Br | 0%
C=CCNc1ncnc2c1ncn2[C@H]1CN(Cc2cccs2)C[C@@H](CO)O1 | -28%
O=C(NC1CC1)c1ccccc1 | 0%
CCC(=O)N1CCC(C)(C(=O)Nc2cc(OC)c(OC)c(OC)c2)C1 (configuration not stated) | 3%
CN(C)c1ccc(/C=C2\C=Cc3ccccc32)c(Cl)c1 | ?
O=S1(=O)CC(N2CCSCC2)CN1Cc1cn(Cc2ccc(F)cc2)nn1 (configuration not stated) | 17%
CC1(c2ccc(Cl)cc2)NC(=O)N(CC(=O)N2CCN(C(=O)c3cccs3)CC2)C1=O (configuration not stated) | -3%
CCCN(CC(=O)Nc1ccccc1C)C(=O)c1cc2ccccc2oc1=O | 4%
CCCC1NC(=O)c2cccnc2-n2c1nc1cc(F)c(F)cc1c2=O (configuration not stated) | 9%
CC1(C(=O)NS(=O)(=O)c2cccs2)CCN1C(=O)C1(c2ccccc2)CCCC1 (configuration not stated) | 3%
COC(=O)c1ccc2nc(-c3ccccc3)c(Cc3ccccc3C(F)(F)F)n2c1 | 9%
CCOC(=O)C(C)Sc1ccc2nnc(-c3ccc(OCC)cc3)n2n1 (configuration not stated) | -5%
C[C@H](NC(=O)[C@@H]1CCCN1C(=O)[C@@H]1CCCN1)c1ccccc1 | 0%
Cn1c(=O)c2c(-c3ccccc3)n(-c3cccc(O)c3)cc2n(C)c1=O | -10%
COc1cc(NC(=O)Nc2nnc([C@H]3C[C@H](O)[C@@H](CO)O3)s2)cc(OC)c1OC | 7%
Nc1ccn([C@@H]2O[C@H](CNCc3cnc(N4CCOCC4)nc3)[C@@H](O)[C@H]2O)c(=O)n1 | 7%
Cc1cc(C)c2c(/C=C/c3ccc(N(C)C)cc3)ccnc2c1 | -28%
O=C(CN1C(=O)c2ccccc2C1=O)NC1CCS(=O)(=O)C1 (configuration not stated) | 11%
CCOC(=O)C1CCCN(C(=O)c2ccc(F)c(Cl)c2)CC1 (configuration not stated) | 2%
CCCc1nc2ccc(Cl)cn2c1Cc1cccc(Cl)c1 | 3%
Cc1cc(C(=O)N2CCC2(C)C(=O)NS(=O)(=O)c2ccc(F)cc2F)nn1C (configuration not stated) | 7%
O=C1NC[C@H](CCCCN2C[C@H](Cc3ccccc3)N(CC3CCCCC3)C(=O)C2=O)N(CCc2ccc(O)cc2)C1=O | 26%
CCOc1ccccc1C(=O)NC(C(=O)OCC(=O)NNC(=O)c1cccs1)C(C)C (configuration not stated) | 3%
Cc1ccc(NC(=O)CSCC(=O)N(C)CC(=O)Nc2c(C)cccc2C)cc1 | 11%
O=C(/C=C/[C@H]1O[C@@H](n2ccc(=O)[nH]c2=O)[C@H](O)[C@@H]1O)NCCN1CCCC1 | 5%
COc1ccc(C(C)(O)c2nc(-c3ccc(F)cc3OC)cs2)cc1 (configuration not stated) | -5%
COc1ccc(-c2ccc(SCC(=O)NC3CCCC3)nn2)cc1 | 39%
NC1=NC(=O)/C(=C\c2ccc(-c3ccccc3[N+](=O)[O-])o2)S1 | -27%
CCOC(=O)N(C)C[C@@H]1OCc2cnnn2CCCC(=O)N([C@@H](C)CO)C[C@@H]1C | 13%
COc1ncnc2c1ncn2CCCN1CCN(c2ncccn2)CC1 | -5%
COc1ccc(S(=O)(=O)N2CCC(C(=O)N[C@@H](C)C(=O)NCc3cccnc3)CC2)cc1 | 20%
O=C1[C@H]2[C@@H](c3ccc(C(F)(F)F)cc3)N[C@]3(CCCN(Cc4ccccc4)C3=O)[C@H]2C(=O)N1Cc1ccccc1 | -22%

A draw from above in order of count of non-hydrogen atoms, lowest first.
SMILES | BRCA1 expr up
NC1=NC(=O)/C(=C\c2ccc(-c3ccccc3[N+](=O)[O-])o2)S1 | -27%
COc1ccc(-c2ccc(SCC(=O)NC3CCCC3)nn2)cc1 | 39%
O=C(/C=C/[C@H]1O[C@@H](n2ccc(=O)[nH]c2=O)[C@H](O)[C@@H]1O)NCCN1CCCC1 | 5%
CCOC(=O)N(C)C[C@@H]1OCc2cnnn2CCCC(=O)N([C@@H](C)CO)C[C@@H]1C | 13%
COc1ccc(S(=O)(=O)N2CCC(C(=O)N[C@@H](C)C(=O)NCc3cccnc3)CC2)cc1 | 20%
O=C1[C@H]2[C@@H](c3ccc(C(F)(F)F)cc3)N[C@]3(CCCN(Cc4ccccc4)C3=O)[C@H]2C(=O)N1Cc1ccccc1 | -22%

The list continues:
SMILES | BRCA1 expr up
CCCN(CC(=O)Nc1ccccc1C)C(=O)C1CCN(S(=O)(=O)c2ccc(C)c(C)c2)CC1 | -14%
CC(C)n1c(=O)c2ccccc2n1Cc1cn(Cc2ccccc2)nn1 | -4%
Cc1ccc(C)c(CC(=O)N2CCCCC2c2cc(C(=O)Nc3ccc(F)c(Cl)c3)no2)c1 (configuration not stated) | 0%
CCCNC(=O)C1(C)CCN(C(=O)c2ccccc2F)C1 (configuration not stated) | 0%
O=C(COc1ccc(S(=O)(=O)N2CCOCC2)cc1Cl)NCc1ccc2c(c1)OCO2 | 0%
CC1(C(=O)Nc2ccc3c(c2)OCO3)CCN1Cc1cccc2c1OCO2 (configuration not stated) | -7%

Some of the compounds tested (hit frequency here may not be typical).
